Source: PubChem
Bcl-xL primary = inhibitors of human Bcl-xL; Q07817; GST-Bcl-xL / FITC-Bim BH3 peptide fluorescence polarization; inhibition, % at 10.9 µM; hit rate 0.7% among 320,000; AID 2129;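 active = inhibition above the mean of all tested compounds plus 3 SD, cutoff set per campaign, cut at about 30% in these data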;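 note: 0% = DMSO wells and 100% = unlabeled Bim-BH3 peptide competitor; inhibitors lower millipolarization by displacing the labeled peptide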
Target sequence (Q07817 whole entry, looked up): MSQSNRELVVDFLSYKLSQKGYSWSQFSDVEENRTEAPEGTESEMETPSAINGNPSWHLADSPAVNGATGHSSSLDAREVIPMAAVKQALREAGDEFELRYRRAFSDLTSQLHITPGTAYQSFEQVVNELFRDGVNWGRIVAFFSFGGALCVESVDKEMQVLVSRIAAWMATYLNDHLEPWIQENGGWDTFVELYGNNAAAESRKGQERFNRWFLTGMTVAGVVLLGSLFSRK
MEX-5 binding = C. elegans MEX-5 TCR-2 RNA binding activity; Q9XUB2; MEX-5/FITC-TCR2 RNA binding, fluorescence polarization; stronger effect = lower value; activity score (negative = inhibition of binding), % at 10 µM; hit rate 0.38% among 300,000; AID 1832;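 active = inhibition past about -25% in most replicates, and total fluorescence under double the plate's negative control median, limit read from the data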;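 note: 0% = DMSO and -100% = 5 µM competing unlabeled TCR2 RNA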
PME-1 inh = blocks human protein phosphatase methylesterase 1 | recombinant PME-1, FP-Rh probe fluorescence polarization | inhibition, % at 5.9 µM | hit rate 0.53% among 320,000;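 active = inhibition above the campaign mean of all compounds plus 3 SD, cut at about 26% in these data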;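 note: competitive labeling of PME-1 active site by serine hydrolase directed probe; 0% = PME-1 with DMSO and 100% = wells lacking PME-1 enzyme; inhibitors block probe labeling so polarization falls and inhibition rises; many of its hits are not listed in these tables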
Target sequence (Q9Y570 whole entry, looked up): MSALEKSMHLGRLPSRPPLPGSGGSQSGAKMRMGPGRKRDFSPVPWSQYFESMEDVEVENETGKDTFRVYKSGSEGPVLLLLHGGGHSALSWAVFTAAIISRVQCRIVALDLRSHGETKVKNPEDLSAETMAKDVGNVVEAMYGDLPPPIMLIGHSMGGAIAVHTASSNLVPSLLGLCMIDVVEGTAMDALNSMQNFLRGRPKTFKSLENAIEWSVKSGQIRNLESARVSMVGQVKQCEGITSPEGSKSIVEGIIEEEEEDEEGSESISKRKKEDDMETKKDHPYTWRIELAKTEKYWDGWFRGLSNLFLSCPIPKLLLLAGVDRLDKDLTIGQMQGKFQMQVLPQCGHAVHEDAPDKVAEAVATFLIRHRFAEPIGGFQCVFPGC
MCL1-BIM inh = inhibitors of human MCL1 binding to BIM-BH3 peptide | hit rate 0.68% among 320,000 | Q07820 | inhibition, % at 10.9 µM | AID 2057 | GST-MCL1 / FITC-Bim-BH3 fluorescence polarization;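 active = inhibition above the mean inhibition of all tested compounds plus 3 SD, set per campaign, cut at about 40% in these data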;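 note: 0% = DMSO wells and 100% = unlabeled Bim-BH3 peptide control; higher means more loss of mP so more displacement of Bim peptide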
TPT1 inhibitor = blocks Candida albicans tRNA 2'-phosphotransferase | recombinant caTPT1, FP RNA substrate dephosphorylation | inhibition, % at 5 µM | hit rate 0.81% among 300,000;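 active = inhibition above the mean of all tested compounds plus 3 SD, set per screening campaign, cut at about 24% in these data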;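 note: plate controls were DMSO alone for no effect and ferristatin control at 100 nM for full effect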
GSTO1 counter = blocks human GSTO1 in RBBP9 counter-screen. AID 1974. inhibition, % at 5.96 µM. recombinant GSTO1, activity-based probe fluorescence polarization. hit rate 1.1% among 300,000. P78417;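 active = inhibition above the campaign mean inhibition plus 3 SD, cut at about 35% in these data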;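 note: 0% = GSTO1-1 with DMSO and 100% = wells lacking GSTO1-1 enzyme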
GLD-1 TGE inh = GLD-1-TGE RNA interaction inhibition (C. elegans); AID 2280; purified GLD-1 + fluorescein TGE RNA, fluorescence polarization; inhibition, % at 5.96 µM; Q17339; hit rate 0.44% among 320,000;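 active = percent inhibition above a per-plate cutoff, the plate mean of test compounds plus 3 SD, cut at about 30% in these data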;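 note: 0% = DMSO wells with GLD-1 and probe and 100% = wells lacking GLD-1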
Target sequence (Q17339 whole entry, looked up): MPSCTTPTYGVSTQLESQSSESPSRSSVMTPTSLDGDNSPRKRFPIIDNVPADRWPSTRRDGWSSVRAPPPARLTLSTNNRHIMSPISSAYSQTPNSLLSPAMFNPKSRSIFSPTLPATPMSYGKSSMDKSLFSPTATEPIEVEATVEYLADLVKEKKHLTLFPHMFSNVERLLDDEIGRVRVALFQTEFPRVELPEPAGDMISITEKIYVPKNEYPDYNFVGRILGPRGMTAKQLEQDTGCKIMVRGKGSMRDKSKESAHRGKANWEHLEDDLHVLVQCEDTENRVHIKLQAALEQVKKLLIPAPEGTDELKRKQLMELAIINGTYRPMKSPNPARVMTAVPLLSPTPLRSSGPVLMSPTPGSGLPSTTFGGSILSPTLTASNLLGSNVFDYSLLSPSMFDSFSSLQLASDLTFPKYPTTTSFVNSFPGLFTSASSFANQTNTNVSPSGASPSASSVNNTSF
Fam108B inh = Fam108B inhibition, counter-screen for RBBP9 inhibitors; recombinant Fam108B, FP-Rh probe fluorescence polarization; inhibition, % at 9.51 µM; hit rate 0.33% among 300,000;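 active = inhibition above the screen mean inhibition plus 3 SD, computed separately per campaign, cut at about 18% in these data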;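 note: inhibitors lower polarization as less probe binds the enzyme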
PAD4 inh = PAD4 (human) enzyme inhibition. Q9UM07. recombinant PAD4, RCA probe fluorescence polarization. inhibition, % at 6.36 µM. hit rate 0.41% among 330,000;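 active = percent inhibition above a cutoff equal to the mean of all tested compounds plus 3 SD, cut at about 15% in these data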;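 note: 0% = PAD4 with RCA probe and DMSO and 100% = probe without PAD4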
Active calls of the source: *.

`Cc1nc(N2CCOCC2)c2c(C)c(C(=O)Nc3ccccc3C(F)(F)F)sc2n1` gave Bcl-xL primary 6, MEX-5 binding 1.9, PME-1 inh -6, MCL1-BIM inh 2, TPT1 inhibitor -1, GSTO1 counter -12, GLD-1 TGE inh -5, Fam108B inh 0 and PAD4 inh -4.
CCN(CC)CCCNC(=O)c1ccc(Cl)c(S(=O)(=O)Nc2ccccc2OC)c1 was read as Bcl-xL primary 0, MEX-5 binding -1.2, PME-1 inh -9, MCL1-BIM inh 0, TPT1 inhibitor -6, GSTO1 counter -2, GLD-1 TGE inh -6, Fam108B inh 0 and PAD4 inh 4.
`COC(=O)C1C(=O)C=C(Nc2ccc(F)cc2F)CC1c1ccc(OC)cc1` (stereo not drawn) gave Bcl-xL primary 3, MEX-5 binding 1.4, PME-1 inh 4, MCL1-BIM inh -4, TPT1 inhibitor 1, GSTO1 counter 6, GLD-1 TGE inh 2, Fam108B inh 1 and PAD4 inh -4.
`CCCCn1c2nc3ccccc3nc2c2c(=O)n(CCC(C)C)cnc21` gave Bcl-xL primary 3, MEX-5 binding 3.1, PME-1 inh 1, MCL1-BIM inh -4, TPT1 inhibitor -2, GSTO1 counter 0, GLD-1 TGE inh -5, Fam108B inh 2 and PAD4 inh -2.
For CCOc1ccc(-n2cc(C(=O)N3CCC(C)CC3)c3cc(OC)c(OC)cc3c2=O)cc1 the results were Bcl-xL primary -3, MEX-5 binding 2.9, PME-1 inh -2, MCL1-BIM inh -4, TPT1 inhibitor 1, GSTO1 counter -11, GLD-1 TGE inh -1, Fam108B inh 0 and PAD4 inh 3.
`COc1ccc(-n2c(C)cc(/C=N/Nc3nc(N4CCOCC4)nc(N4CCOCC4)n3)c2C)cc1` gave Bcl-xL primary 4, MEX-5 binding -1.1, PME-1 inh -7, MCL1-BIM inh 0, TPT1 inhibitor -1, GSTO1 counter 6, GLD-1 TGE inh -5, Fam108B inh 5 and PAD4 inh -6.
For COc1ccc(NC(=O)NC(C)(C(F)(F)F)C(F)(F)F)cc1 the results were Bcl-xL primary -6, PME-1 inh -3, MCL1-BIM inh -3, TPT1 inhibitor -4, GSTO1 counter 7, GLD-1 TGE inh 4, Fam108B inh 2 and PAD4 inh 4.
For Clc1ccc(-c2ccc(CNCc3ccccn3)o2)cc1 the results were Bcl-xL primary 8, MEX-5 binding -11, PME-1 inh 2, MCL1-BIM inh 11, TPT1 inhibitor 0, GSTO1 counter 3, GLD-1 TGE inh 4, Fam108B inh 3 and PAD4 inh -3.
O=C(/C=C/c1ccc(F)cc1)NC(=S)N1CCCCC1c1cccnc1 (stereo not drawn) was read as Bcl-xL primary 14, MEX-5 binding 1.6, PME-1 inh -1, MCL1-BIM inh 6, TPT1 inhibitor 1, GSTO1 counter 0, GLD-1 TGE inh 4, Fam108B inh 2 and PAD4 inh -2.
O=C(NC(Cc1ccccc1)C(=O)O)/C(=C/c1ccccc1)NC(=O)c1ccc(Br)o1 (stereo not drawn) was read as Bcl-xL primary 7, MEX-5 binding 3.0, PME-1 inh 5, MCL1-BIM inh 7, TPT1 inhibitor 2, GSTO1 counter 7, GLD-1 TGE inh -3, Fam108B inh 8 and PAD4 inh 1.
`CCc1cc2c(N3CCN(c4nnc(CC)s4)CC3)ncnc2s1` gave Bcl-xL primary 3, MEX-5 binding 0.8, PME-1 inh -3, MCL1-BIM inh 2, TPT1 inhibitor -5, GSTO1 counter -11, GLD-1 TGE inh 1, Fam108B inh 1 and PAD4 inh -2.
Screening Cc1cccc(-n2nc(C(=O)c3ccco3)cc(-c3nc4ccccc4[nH]3)c2=N)c1 returned Bcl-xL primary 5, MEX-5 binding -4.9, PME-1 inh 12, MCL1-BIM inh 17, TPT1 inhibitor 6, GSTO1 counter -5, GLD-1 TGE inh 7, Fam108B inh 0 and PAD4 inh -5.
For COc1ccccc1C(=O)N/N=C(\C)CC(=O)Nc1ccc(Nc2ccccc2)cc1 the results were Bcl-xL primary 4, MEX-5 binding 2.1, PME-1 inh 2, MCL1-BIM inh 5, TPT1 inhibitor 1, GSTO1 counter 10, GLD-1 TGE inh 5, Fam108B inh 0 and PAD4 inh -1.
Screening CC1=C(Cl)C2=NS(=O)(=O)CCN2C=C1Cl returned Bcl-xL primary -1, MEX-5 binding 0.0, PME-1 inh -1, MCL1-BIM inh -5, TPT1 inhibitor 3, GSTO1 counter 6, GLD-1 TGE inh 7, Fam108B inh -1 and PAD4 inh -4.
CCOc1cc(/C=N\NC(N)=O)cc(Br)c1OC(C)C was read as Bcl-xL primary 2, MEX-5 binding 0.3, PME-1 inh -1, MCL1-BIM inh -3, TPT1 inhibitor 1, GSTO1 counter -7, GLD-1 TGE inh 5, Fam108B inh 1 and PAD4 inh -3.
`Cc1c(NC(=O)C(=O)N/N=C/c2cccs2)c(=O)n(-c2ccccc2)n1C` gave Bcl-xL primary 2, MEX-5 binding 0.1, PME-1 inh -1, MCL1-BIM inh 2, TPT1 inhibitor 3, GSTO1 counter 1, GLD-1 TGE inh 7, Fam108B inh 3 and PAD4 inh 0.
For Cc1ccc(N2CCN(c3ccc(NC(=O)CCC(=O)O)cc3)CC2)cc1 the results were Bcl-xL primary 1, MEX-5 binding -1.1, PME-1 inh -5, MCL1-BIM inh -2, TPT1 inhibitor 0, GSTO1 counter 12, GLD-1 TGE inh 4, Fam108B inh 0 and PAD4 inh -3.
`COc1ccc(S(=O)(=O)Nc2nc3ccccc3nc2NCc2ccc3c(c2)OCO3)cc1` gave Bcl-xL primary 2, MEX-5 binding 1.1, PME-1 inh 3, MCL1-BIM inh 6, TPT1 inhibitor -1, GSTO1 counter 4, GLD-1 TGE inh 2, Fam108B inh 7 and PAD4 inh -1.
Screening Cc1cc2[nH]c3ccccc3c2cn1 returned Bcl-xL primary 7, MEX-5 binding -0.2, PME-1 inh -2, MCL1-BIM inh 10, TPT1 inhibitor -2, GSTO1 counter 8, GLD-1 TGE inh 1, Fam108B inh 2 and PAD4 inh -5.
For O=C(/C=C/c1cccc(Cl)c1)NCCc1ccccc1 the results were Bcl-xL primary 4, MEX-5 binding 2.0, PME-1 inh -8, MCL1-BIM inh 12, TPT1 inhibitor -4, GSTO1 counter 1, GLD-1 TGE inh 4, Fam108B inh 3 and PAD4 inh 3.
For CN(C)CCC(=O)c1cccc(Br)c1 the results were Bcl-xL primary 4, MEX-5 binding 3.1, PME-1 inh 4, MCL1-BIM inh 4, TPT1 inhibitor 3, GSTO1 counter -9, GLD-1 TGE inh -6, Fam108B inh -4 and PAD4 inh -10.
For CCC(Sc1nc(-c2ccccc2)cc(=O)[nH]1)C(=O)O (stereo not drawn) the results were Bcl-xL primary 2, MEX-5 binding -1.0, PME-1 inh 3, MCL1-BIM inh -4, TPT1 inhibitor -1, GSTO1 counter 1, GLD-1 TGE inh 5, Fam108B inh -4 and PAD4 inh -1.
For CCC(=O)Nc1nc2ccc(NC(=O)COc3ccccc3)cc2s1 the results were Bcl-xL primary -1, MEX-5 binding 0.7, PME-1 inh 6, MCL1-BIM inh -1, TPT1 inhibitor -3, GSTO1 counter 1, GLD-1 TGE inh -1, Fam108B inh -3 and PAD4 inh 1.
Screening CC1(c2ccc(Cl)cc2Cl)NC(=O)N(CC(=O)Nc2cccnc2Cl)C1=O (stereo not drawn) returned Bcl-xL primary 8, MEX-5 binding -0.5, PME-1 inh 2, MCL1-BIM inh 0, TPT1 inhibitor -3, GSTO1 counter -4, GLD-1 TGE inh 1, Fam108B inh 1 and PAD4 inh -1.
For O=C(O)c1cncc(C#Cc2ccccc2)c1 the results were Bcl-xL primary 3, MEX-5 binding 1.8, PME-1 inh -1, MCL1-BIM inh 1, TPT1 inhibitor -1, GSTO1 counter -5, GLD-1 TGE inh -2, Fam108B inh 3 and PAD4 inh 2.
For COc1ccc(C(=O)/C=C(\C)Nc2ccc(NC(C)=O)cc2)cc1 the results were Bcl-xL primary 2, MEX-5 binding -0.1, PME-1 inh 3, MCL1-BIM inh 11, TPT1 inhibitor -3, GSTO1 counter 1, GLD-1 TGE inh -2, Fam108B inh 12 and PAD4 inh 0.
Screening O=C(O)c1cc([N+](=O)[O-])ccc1N1CCCCC1 returned Bcl-xL primary 0, MEX-5 binding 1.4, PME-1 inh 1, MCL1-BIM inh 3, TPT1 inhibitor 1, GSTO1 counter 6, GLD-1 TGE inh 2, Fam108B inh -2 and PAD4 inh 0.
For CC1CCN(C(=O)CCC(=O)Nc2nnc(C3CCCCC3)s2)CC1 the results were Bcl-xL primary 4, MEX-5 binding 0.1, PME-1 inh 2, MCL1-BIM inh 4, TPT1 inhibitor 2, GSTO1 counter -4, GLD-1 TGE inh 0, Fam108B inh 1 and PAD4 inh -3.
CCOc1ncccc1C(=O)OCC(=O)N1CC(=O)Nc2ccccc21 was read as Bcl-xL primary 5, MEX-5 binding 2.8, PME-1 inh -1, MCL1-BIM inh -2, TPT1 inhibitor 1, GSTO1 counter -10, GLD-1 TGE inh -5, Fam108B inh 7 and PAD4 inh 1.
For COc1ccccc1NC(=S)N1CCN(c2nc(-c3ccccc3)cs2)CC1 the results were Bcl-xL primary -1, MEX-5 binding -0.2, PME-1 inh 3, MCL1-BIM inh -2, TPT1 inhibitor 0, GSTO1 counter -1, GLD-1 TGE inh -6, Fam108B inh 2 and PAD4 inh -6.
`CC1(C)CC(=O)C(C=N)=C(O)C1` gave Bcl-xL primary -1, MEX-5 binding 3.3, PME-1 inh -7, MCL1-BIM inh -6, TPT1 inhibitor -1, GSTO1 counter 6, GLD-1 TGE inh 2, Fam108B inh 2 and PAD4 inh 3.
`COc1ccc(NC(=O)CSc2n[nH]c(-c3ccccn3)n2)cc1` gave Bcl-xL primary 6, MEX-5 binding 2.6, PME-1 inh -1, MCL1-BIM inh 7, TPT1 inhibitor 1, GSTO1 counter 14, GLD-1 TGE inh 7, Fam108B inh 1 and PAD4 inh 1.
Screening Nc1c(N(Cc2ccccc2)C(=O)CCc2ccccc2)c(=O)[nH]c(=O)n1Cc1ccccc1 returned Bcl-xL primary 2, PME-1 inh 4, MCL1-BIM inh 2, GLD-1 TGE inh -3 and PAD4 inh -3.
Screening Cc1ccc(C(=O)CCC(=O)N(C)CC(=O)Nc2ccccc2Br)cc1 returned Bcl-xL primary 5, MEX-5 binding -1.4, PME-1 inh 1, MCL1-BIM inh 1, TPT1 inhibitor -4, GSTO1 counter 5, GLD-1 TGE inh -1, Fam108B inh -3 and PAD4 inh 3.
N#Cc1c(Nc2ccccc2)c(C=O)c[nH]c1=O was read as Bcl-xL primary 8, MEX-5 binding 2.8, PME-1 inh -2, MCL1-BIM inh 3, TPT1 inhibitor -4, GSTO1 counter -3, GLD-1 TGE inh 9, Fam108B inh 4 and PAD4 inh -4.
Screening CCCOCC(O)CCc1n[nH]c(=S)n1-c1ccccc1 (stereo not drawn) returned Bcl-xL primary -3, MEX-5 binding -2.3, PME-1 inh -5, MCL1-BIM inh 8, TPT1 inhibitor 2, GSTO1 counter 1, GLD-1 TGE inh -6, Fam108B inh 1 and PAD4 inh 0.
Screening COc1ccc(C2NC(c3ccc(OC)cc3)C(C)C(=O)C2C)cc1 (stereo not drawn) returned Bcl-xL primary 4, MEX-5 binding -2.6, PME-1 inh 8, MCL1-BIM inh 1, TPT1 inhibitor -1, GSTO1 counter -1, GLD-1 TGE inh -8, Fam108B inh -4 and PAD4 inh -3.

Not all compounds are listed. The share of hits here may be higher or lower than overall.
